Screening data as filed in PubChem BioAssay.
BRCA1 expr up – BRCA1 expression activation | MCF7-BRCA1-FFLuc reporter, luminescence, 48 h; response scale: scaled: vehicle 0%, 10 µM genistein 100% | Potency, µM (titrated, usually from 46.1 µM), for inactives: top-dose activation, actives largely listed as activators | actives 1.1% (n = 380,000); further: potency means the concentration at half of the fitted maximal effect; nearly all actives have a fitted effect of over 80% in size; some results filed as inactive show a strong effect at the top dose
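Reporter cells (MCF7, BRCA1 promoter-firefly luciferase) received library compounds across a concentration series for 48 h. End-point luminescence was measured and concentration-effect curves derived after normalization.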
uPA surface inh – cell surface uPA generation inhibition. cell surface uPA generation assay, qHTS. Potency, µM (highest dose often 38.3 µM), inactives show top-dose activity change, negative = inhibition, most hits filed as inhibitors. actives 0.31% (n = 330,000). AID 540303; active means well fitted inhibition curve with a large enough effect; inconclusive means small, poorly fitted or top-dose-only effect; inactive means no such curve, though single readings can be large or run the other way; tested in mouse RAW 264.7 cells; further: potency means the concentration at half of the fitted maximal effect; on the % scale 0 is the no-effect control and ±100 the full control effect; nearly all actives have a fitted effect of over 55% in size
USP2a inh – inhibitors of human ubiquitin-specific protease USP2a | USP2 core, Ub-CHOP2 coupled fluorogenic reporter, 485/531 | Potency, µM (series often up to 38.3 µM), for the others: top-dose activity change, negative = inhibition, hits mostly inhibitors | actives 0.01% (n = 330,000) | AID 463254;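 further: potency means the concentration at half of the fitted maximal effect; plate controls were DMSO wells for no effect and full inhibition by NEM control for full effect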
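Deubiquitinase activity read as fluorescence (485/531 nm) after Ub-CHOP2 cleavage activates the enterokinase reporter on its substrate; USP2 core 10nM, Ub-CHOP2 and substrate 25nM each, 30min compound preincubation then 60min RT; data normalized to NEM, curves fitted.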
TRPV1 ag – agonists of human vanilloid receptor 1 (TRPV1); Q8NER1; TRPV1-expressing cells, Fluo-8 calcium influx, agonist mode; activation, % at 8.33 µM; actives 0.19% (n = 320,000); in the data active means activation above about 80%; inconclusive means between about 30% and that limit; further: 0% is about no effect
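TRPV1-expressing cells were cultured overnight at 35.5C and loaded with Fluo-8 calcium dye for 40 to 90 min at room temperature. After a 10 s baseline, compound was added and calcium influx was read kinetically for 3 min (ex 480/em 520 nm).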
TSG101-PTAP inh – blocks PTAP/TSG101 interaction to inhibit HIV-1 budding; Potency, µM (highest dose often 115 µM), without a hit: top-dose activity change, negative = inhibition, most hits filed as inhibitors; Fluorescence polarization, FITC-PTAP peptide / Tsg101 binding; Q99816; 340,000 tested, under 10 active; active means well fitted inhibition curve with a large enough effect in the main read-out, with a control signal flat, not every such curve was filed as active; inconclusive means small, poorly fitted or top-dose-only effect, or effect the other way, or a change in a side signal; inactive means no such curve, though single readings can be large or run the other way; further: potency means the concentration at half of the fitted maximal effect; % of control where 0% means no effect
Target sequence (Q99816 whole entry, looked up): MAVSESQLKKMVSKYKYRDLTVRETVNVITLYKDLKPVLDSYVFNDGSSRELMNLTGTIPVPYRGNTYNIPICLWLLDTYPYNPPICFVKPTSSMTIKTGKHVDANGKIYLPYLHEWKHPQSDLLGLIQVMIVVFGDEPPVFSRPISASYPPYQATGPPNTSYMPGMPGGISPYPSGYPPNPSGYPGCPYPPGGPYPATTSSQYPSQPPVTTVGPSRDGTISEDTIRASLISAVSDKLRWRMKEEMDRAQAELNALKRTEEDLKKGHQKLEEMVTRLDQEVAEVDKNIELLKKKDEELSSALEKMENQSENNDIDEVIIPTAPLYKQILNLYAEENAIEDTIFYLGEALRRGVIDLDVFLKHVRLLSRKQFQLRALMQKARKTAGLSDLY
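Steps: Tsg101 binding domain dispensed (10 uM final), compounds pinned in DMSO, FITC-labeled PTAP-motif peptide added (50 nM final); after 20 min binding at room temperature, polarization measured.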
Integrin act MD – activates integrin-mediated alleviation for muscular dystrophy; alpha7betagal myoblasts, beta-gal FDG fluorescence, 48 h; Potency, µM (series often up to 38.3 µM), without a hit: at the top dose activation, most hits filed as activators; actives 0.064% (n = 350,000);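 further: potency means the concentration at half of the fitted maximal effect; 100% = response of the positive control SU9516; nearly all actives have a fitted effect of over 60% in size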
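alpha7betagal+/- myoblasts (passage 13, 250/well) treated 48 h at 37C with compounds at 1:260 dilution of DMSO stock. Lysed, then beta-galactosidase activity read as FDG fluorescence (ex 480/em 540) after 30 min, with pre-read for autofluorescence.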
ELG1 genotoxic – induces genotoxicity in HEK293T cells with luciferase-tagged ELG1. AID 504466. actives 1.3% (n = 330,000). HEK293T ELG1-luciferase reporter, luminescence, 16 h. Potency, µM (highest dose often 46 µM), for inactives: at the top dose activity change, positive = activation, most hits filed as activators; further: potency means the concentration at half of the fitted maximal effect; % of control where 0% means no effect; nearly all actives have a fitted effect of over 60% in size
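After overnight (16 hr) compound treatment at 37 °C, ELG1-luciferase HEK293T cells were lysed with ONE-Glo; luminescence quantified 30 min later at room temperature.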
p53 reactivation – mutant p53 re-activation in reporter cells; Potency, µM (highest dose often 92.2 µM), inactives show at the highest dose activity change, positive = activation, most hits filed as activators; H1299 p53-A138V BP100-luciferase reporter, luminescence, 24 h; actives 0.063% (n = 320,000); further: potency means the concentration at half of the fitted maximal effect; % of control where 0% means no effect; nearly all actives have a fitted effect of over 45% in size
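H1299 (p53-null), stable ts p53-A138V + BP100-Luc; 1000 cells/well, Opti-MEM/10% FBS; cpd 4 pt, 1:5; 24 h, 37 deg C, 5% CO2; detection reagent 10 min RT; luminescence.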
B2AR arrestin – recruits beta-arrestin to the human beta2-adrenergic receptor | P07550 | actives 0.02% (n = 330,000) | beta-arrestin recruitment to beta2AR, cell-based reporter | Potency, µM (series often up to 46.1 µM), without a hit: top-dose activation, usual class: activators | AID 492947;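 further: potency means the concentration at half of the fitted maximal effect; 0% = DMSO controls and full agonism = EC100 isoproterenol or metaproterenol; nearly all actives have a fitted effect of over 65% in size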
ASM inhibitor – human S-ASM enzyme inhibition. AID 504937. actives 0.006% (n = 340,000). placental ASM, HMU-PC fluorogenic substrate, 60 min. P17405. Potency, µM (series often up to 57.5 µM), inactives show top-dose activity change, negative = inhibition, most hits filed as inhibitors; further: potency means the concentration at half of the fitted maximal effect
Target sequence (P17405 47-631 limits assumed): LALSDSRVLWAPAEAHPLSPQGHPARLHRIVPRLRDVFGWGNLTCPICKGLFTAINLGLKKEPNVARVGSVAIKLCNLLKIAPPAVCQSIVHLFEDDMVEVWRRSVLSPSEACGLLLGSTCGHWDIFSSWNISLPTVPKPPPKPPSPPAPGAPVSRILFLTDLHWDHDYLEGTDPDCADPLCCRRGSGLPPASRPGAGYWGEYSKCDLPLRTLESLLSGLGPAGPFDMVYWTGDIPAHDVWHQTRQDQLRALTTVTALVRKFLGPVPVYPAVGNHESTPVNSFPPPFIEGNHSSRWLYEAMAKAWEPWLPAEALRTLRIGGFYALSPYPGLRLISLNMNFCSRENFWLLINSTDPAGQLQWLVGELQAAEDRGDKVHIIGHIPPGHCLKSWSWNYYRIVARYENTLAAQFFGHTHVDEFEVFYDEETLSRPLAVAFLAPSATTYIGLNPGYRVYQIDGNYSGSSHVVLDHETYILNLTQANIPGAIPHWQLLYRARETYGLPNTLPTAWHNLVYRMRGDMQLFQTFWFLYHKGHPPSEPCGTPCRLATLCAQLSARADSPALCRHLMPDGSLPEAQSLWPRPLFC
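Fluorescence read-out (Ex 386 nm, Em 447 nm) after stopping the reaction at pH 10. Enzyme: ASM from human placenta; substrate HMU-PC0, 9 uM final; 60 min, 37 °C. Compound preincubation 10 min, ambient temperature.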
Eya2 inh – Eya2 (human) phosphatase inhibition | actives 0.006% (n = 330,000) | recombinant Eya2, OMFP fluorescence dephosphorylation (OMFP is methylfluorescein phosphate) | Potency, µM (titrated, usually from 76.9 µM), for the others: at the highest dose activity, negative = inhibition, most hits filed as inhibitors; further: potency means the concentration at half of the fitted maximal effect; on the % scale 0 is the no-effect control and ±100 the full control effect
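Eya2 (0.2 uM) preincubated 10 min at ambient with compound, then OMFP substrate added at 50 uM; 10 min reaction in 50 mM HEPES pH 7.5, 50 mM NaCl, 5 uM MgCl2, 0.05% BSA, 1 mM DTT. Fluorescence read at Ex 485/Em 525 nm.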
* hit, by the source's call; i = inactive; ? = inconclusive; · = not tested or not shown; [ ] = dose if it differs, or a comment. Unless noted, the call rests on the fitted dose curve; in most records, active means well fitted curve in the direction sought with a large enough effect; inconclusive means small, poorly fitted or top-dose-only effect, or another doubt; inactive means no such curve, though single readings can be large; an effect the other way counts as inactive or inconclusive. An unsorted share of the library; 2.6% or so of the library scored in one or more.

mol	BRCA1 expr up	uPA surface inh	USP2a inh	TRPV1 ag	TSG101-PTAP inh	Integrin act MD	ELG1 genotoxic	p53 reactivation	B2AR arrestin	ASM inhibitor	Eya2 inh
O=C1c2ccccc2NC(c2ccccc2Br)N1CCCN1CCOCC1 (stereo unspecified)	-27.3%	4.8%	-1.7%	8.8	-5.7%	6.6%	4.0%	-1.1%	-0.4%	59.1%[activator]	8.2%
Nn1c(SCC(=O)Nc2ccc(S(N)(=O)=O)cc2)nnc1-c1ccco1	0.5%	8.4%	-0.3%	-1.3	-0.9%	-8.1%	-0.6%	1.2%	-0.8%	3.0%	11.7%
Cc1ccc2[nH]c3ccccc3c(=O)c2c1	14.6%	-4.8%	2.1%	11.7	-5.2%	5.4%	14.4%	2.8%	-0.5%	i	1.2%
Cc1cc(C)c(S(=O)(=O)NCCn2ccc3ccccc32)c(C)c1	-19.3%	1.1%	0.2%	4.9	-4.2%	-19.9%	-4.8%	0.0%	-0.5%	-17.7%	-22.8%
COc1cc(NC(=O)CN2C(=O)CSc3ccc(S(=O)(=O)N4CCCC4)cc32)cc(OC)c1	-25.4%	11.0%	-1.4%	?	1.7%	0.0%	-6.1%[9.26 µM]	-16.6%	-0.4%	-0.2%	-2.7%
CCCCC(CC)Cn1c2nc3ccccc3nc2c2c(=N)oc(C)nc21 (stereo unspecified)	·	·	-0.8%	0.3	·	·	-21.2%	?	-0.3%	·	-31.1%
Cc1cccc(C(=O)Nc2nnc(SCC(=O)NCc3ccco3)s2)c1	58.8%	-9.1%	·	·	-0.3%	0.0%	·	·	·	-1.8%	·
O=C(CN1CCN(c2ncccn2)CC1)NCc1ccc2c(c1)OCO2	-3.5%	-0.2%	0.4%	1.4	1.0%	15.0%	-0.1%	0.8%	0.3%	-0.1%	0.5%
CC(C)C[C@H](NC(=O)c1[nH]cnc1C(=O)N[C@@H](Cc1ccccc1)C(=O)OCc1ccccc1)C(=O)OC(C)(C)C	-65.1%	4.3%	-1.6%	20.4	-9.9%	-11.5%	-8.2%	·	-0.4%	-4.7%	-8.2%
Cc1ccc(/C=N/NC(=O)NC2CCCCC2)o1	51.9%	2.7%	0.0%	6.2	0.4%	2.4%	7.6%	-1.5%	0.2%	-1.4%	-4.4%
COC(=O)[C@@H](NC(=O)c1ccc(OC2CCN(Cc3ccccn3)CC2)cc1)C(C)C	3.5%	-8.2%	1.5%	-1.4	0.9%	2.0%	1.4%	-2.6%	0.3%	2.4%	0.9%
Cn1c(=O)c2c(nc(N/N=C/c3ccc(OC(=O)c4ccco4)cc3)n2Cc2ccc(F)cc2)n(C)c1=O	-37.4%	5.3%	0.0%	-4.7	-5.1%	4.4%	8.4%	-10.9%	0.2%	13.9%	-5.2%
Cc1cc(C)cc(-n2ccnc2SCC(=O)O)c1	-9.8%	-0.6%	2.1%	-3.7	-1.3%	13.4%	?	4.5%	0.0%	0.3%	2.0%
COc1cc(OC)cc(C(=O)N[C@H](C(=O)Nc2cc(C)cc(C)c2)C(C)C)c1	-16.0%	-6.9%	-0.5%	1.2	0.1%	-13.8%	-2.1%	·	1.0%	-1.3%	-22.7%
COc1ccccc1-c1nnc(SC(C)C(=O)O)n1-c1ccccc1 (stereo unspecified)	-4.5%	3.4%	1.1%	0.4	-3.5%	-19.9%	-0.6%	11.6%	0.0%	4.6%	8.1%
O=C(NC(=S)NCc1ccc(-c2nc3ccccc3s2)cc1)c1ccco1	?	0.4%	2.0%	4.5	-0.9%	2.1%	16.4µM*	?	-0.7%	-7.8%	4.5%
O=C(COc1cccc2cccnc12)Nc1ccccc1	96.1%	0.9%	2.0%	-3.6	-1.3%	22.7%	11.0%	-0.9%	-0.3%	0.8%	33.5%
CCCNC(=O)c1[nH]c(C)c(C(=O)OCC)c1C	·	·	4.9%	-2.0	·	·	-1.2%	-0.1%	-0.6%	·	7.0%
CN(C)C(=O)CN1c2cccc3cccc(c23)S1(=O)=O	-8.9%	-1.3%	-0.6%	-0.2	-2.2%	26.5%	0.0%	-0.6%	-0.6%	43.3%	-26.6%
O=C(Nc1ccon1)c1ccc(S(=O)(=O)N2CCOCC2)cc1	-0.2%	3.5%	9.9%	2.2	-3.0%	-6.0%	0.1%	0.7%	-0.9%	3.5%	-4.5%
Cc1ccc(NC(=O)Cn2c([N+](=O)[O-])cnc2C)cc1Cl	-30.1%	2.7%	-0.8%	6.7	-1.8%	6.2%	-1.7%	-1.7%	-0.5%	-1.5%	-5.1%
CCOc1ccc(Nc2nc(N)c3ccccc3n2)cc1	?	-15.6%	-1.7%	0.5	-0.6%	-23.0%	0.58µM*	-10.7%	-1.1%	-1.6%	-17.2%
Fc1ccc(C2CC(c3ccc(F)cc3)n3ncnc3N2)cc1 (stereo unspecified)	5.5%	·	-1.4%	19.2	-4.6%	-8.8%	2.2%	-25.3%	-0.1%	1.9%	-2.2%
O=C(COC(=O)c1ccco1)Nc1nc2c(F)c(F)c(F)cc2s1	-6.1%	3.6%	1.1%	-0.5	-2.2%	?	0.0%	2.1%	-0.3%	6.3%	-1.3%
CCOC(=O)c1cnc(SC2CC(=O)N(c3ccccc3)C2=O)nc1N (stereo unspecified)	4.7%	1.8%	0.3%	-6.1	-4.7%	4.2%	2.4%	15.5%	0.5%	4.1%	7.1%
Cc1ccccc1CCNC(=O)C1CCC(=O)N(Cc2ccc(Cl)cc2)C1 (stereo unspecified)	0.9%	-5.1%	-0.7%	6.5	-1.8%	0.0%	-0.1%	-10.8%	-0.5%	-2.9%	-8.1%
Cc1cc(NC(=O)COC(=O)CSCc2ccc(Cl)c(Cl)c2)no1	-0.1%	3.9%	-9.1%	20.2	-0.7%	12.2%	2.1%	8.6%	-0.1%	-6.4%	-9.6%
CCCN(CC(=O)Nc1ccccc1OC)C(=O)c1ccc2ncsc2c1	-0.3%	13.1%	3.0%	-1.2	-3.2%	34.7%	-2.5%	-2.4%	-0.4%	0.6%	2.9%
COc1cccc(NC(=O)CN(C)C(=O)CCC(=O)c2cc(C)sc2C)c1	-14.2%	-3.5%	1.4%	17.5	-1.8%	-37.6%	2.1%	-7.6%	0.1%	2.5%	32.1%
Cc1cccc(NC(=O)C(c2ccccc2Cl)N2CCOCC2)c1 (stereo unspecified)	0.0%	0.2%	6.4%	4.4	-2.2%	6.1%	32.7%	1.6%	-0.4%	-3.1%	-13.7%
CCN(CC)CCN1C(=O)C(=O)/C(=C(/O)c2ccc(OC)cc2)C1c1ccco1 (stereo unspecified)	16.8%	0.9%	0.0%	-2.7	-3.7%	-16.7%	3.2%	?	0.0%	3.1%	12.1%
COC(=O)c1ccc(C)c(NC(=O)c2ccc(Cn3cc([N+](=O)[O-])cn3)o2)c1	-16.9%	7.6%	-1.3%	-1.2	-0.4%	-8.4%	-5.8%	-16.5%	-0.5%	-0.6%	7.0%
NC(=O)C1CCCN1S(=O)(=O)c1ccc2ccccc2c1 (stereo unspecified)	5.6%	-11.0%	-0.7%	-0.1	-1.0%	27.4%	-1.4%	-9.4%	-0.6%	-5.9%	7.8%
COc1ccccc1CC(=O)N1CCN(c2ccccc2)CC1	-11.2%	19.1%	-2.1%	2.4	-7.7%	20.1%	-2.6%	5.6%	-0.5%	-1.9%	6.3%
Cc1nc2ccc(NC(=O)N3CCCCC3)cc2s1	11.2µM*	7.1%	-1.8%	10.0	·	-10.3%	?	28.9%	-0.1%	4.2%	14.7%
CCN1CCN(c2c(Cl)cccc2NC(=O)c2ccc(Br)o2)CC1	-12.7%	-0.9%	-1.5%	-7.5	-3.7%	13.5%	-13.7%	-13.0%	-1.7%	4.7%	5.0%
Cc1ccc(S(=O)(=O)N/N=c2\sc3ccccc3n2C)cc1	-32.4%	1.2%	1.9%	-0.5	-7.4%	-5.0%	-2.0%	-13.0%	-0.4%	6.8%	-3.8%
Cc1ccc(C2CC(=O)C=C(NCc3ccccc3)C2)cc1 (stereo unspecified)	-60.4%	-15.7%	0.7%	23.3	1.8%	-16.4%	-5.4%	0.8%	0.1%	0.2%	1.8%
COc1ccc(C(=O)COC(=O)Cn2[nH]c(=O)c3ccccc3c2=O)c(OC)c1	7.7%	3.8%	0.6%	-0.8	-1.9%	-15.7%	0.5%	0.3%	-1.2%	-7.3%	1.5%
